Screening data from PubChem.
LDHA block = inhibitors of human lactate dehydrogenase A; P00338; purified LDHA, NADH/diaphorase-resazurin fluorescence; active compounds read low; activity change, % (values are at about 110 or 230 µM); actives 0.15% (n = 480,000); AID 1347041; in the data active means activity change below about -30%; inconclusive means mostly about -25% to -30%;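 further: plate controls were DMSO wells for no effect and wells without enzyme for full effect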
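Human LDH5 (2 nM) was incubated with 0.06 mM NADH and 0.2 mM pyruvate for 5 min at room temperature in Tris pH 7.4. Remaining NADH was coupled through diaphorase/resazurin, and resorufin fluorescence was read at 0 and 20 min.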
Vif-APOBEC3F blk = Vif-A3F binding inhibition | AID 602313 | actives 0.2% (n = 390,000) | HeLa A3F-eYFP + Vif (tagged APOBEC3F with the HIV-1 protein that degrades it), YFP fluorescence increase | Potency, µM (highest dose often 46.1 µM), inactives show at the highest dose activity, negative = active; further: potency means the concentration at half of the fitted maximal effect; % of control where 0% means no effect; nearly all actives have a fitted effect of over 65% in size
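HeLa cells stably expressing Vif plus C-terminally eYFP-tagged A3F were seeded, incubated overnight at 37 deg C, dosed with compound, incubated overnight again at 37 deg C. Yellow fluorescence (Ex 488/Em 500-530) reported blocked Vif-mediated A3F-eYFP degradation.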
mIDH1 inhibitor = human IDH1 R132H inhibition; IDH1-R132H enzyme, NADPH consumption, diaphorase/resazurin fluorescence; Potency, µM (doses to about 76.6 µM), for inactives: at the highest dose activity change, negative = inhibition, hits mostly inhibitors; AID 602179; actives 0.093% (n = 390,000); further: potency means the concentration at half of the fitted maximal effect; on the % scale 0 is the no-effect control and ±100 the full control effect; nearly all actives have a fitted effect of over 65% in size
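IDH1-R132H (0.5 ug/mL dispensed) in pH 7.5 Tris buffer was preincubated 30 min with compound, then given a substrate mix of 0.016 mM NADPH and 2 mM alpha-KG for 80 min at room temperature; remaining NADPH was read by diaphorase/resazurin fluorescence.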
RXFP1 ag = RXFP1 (human) receptor agonism | actives 0.3% (n = 370,000) | Q9HBX9 | Potency, µM (series often up to 57.5 µM), inactives show at the highest dose activation, usual class: activators | HEK293T-RXFP1 cAMP TR-FRET, 30 min; response scale: percent of porcine relaxin response, buffer zero; further: potency means the concentration at half of the fitted maximal effect; on the % scale 0 is the no-effect control and ±100 the full control effect; nearly all actives have a fitted effect of over 60% in size; many of its hits are not listed in these tables
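HEK293T cells stably expressing RXFP1 were pretreated with the PDE4 inhibitor Ro 20174, exposed to compounds for 30 min at 37C, lysed, and cAMP was read by TR-FRET. Data normalized to buffer (basal) and 29 nM porcine relaxin (100%).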
Glioma ERSR ind = inducers of ER stress response in human glioma cells; actives 0.02% (n = 420,000); U87-MG GRP78 promoter luciferase reporter, 16 h; Potency, µM, for inactives: at the highest dose activation, hits mostly activators; further: potency means the concentration at half of the fitted maximal effect; series mostly up to about 76 µM; % of control where 0% means no effect; nearly all actives have a fitted effect of over 35% in size
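Stably transfected U87-MG human glioma cells carrying a GRP78-based luminescent sensor were seeded at 1000 cells/well, pin-dosed with compounds and incubated 16 h. Luciferase reagent was then added, and end-point luminescence was read after 10 min at room temperature.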
USP1 inh = USP1/UAF1 (human) deubiquitinase inhibition; recombinant USP1/UAF1, Ub-Rhodamine cleavage fluorescence; AID 743255; O94782; Potency, µM (doses to about 57.1 µM), for the others: top-dose activity change, negative = inhibition, hits mostly inhibitors; actives 0.23% (n = 390,000); further: potency means the concentration at half of the fitted maximal effect; on the % scale 0 is the no-effect control and ±100 the full control effect; nearly all actives have a fitted effect of over 60% in size; inactives centre near -12
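USP1/UAF1 complex (1 nM) preincubated 15 min at room temperature with compound, then Ub-Rho substrate (150 nM final) added. Kinetic fluorescence at 480/540 nm over 6 reads at 60 s intervals; 50 mM HEPES pH 7.8, 0.5 mM EDTA, 0.1 mg/ml BSA, 1 mM TCEP, 0.01% Tween-20.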
PI4K2A inh = inhibitors of human PI4K2A. actives 0.13% (n = 420,000). purified PI4K2A, ADP-Glo luminescence, 1 h; active compounds read low. activity change, negative = inhibition, % at 76.9 µM; in the data active means activity change below about -50%; inconclusive means mostly about -30% to -49%;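 further: -100% = wells without enzyme as full effect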
Target sequence (Q9BTU6 whole entry, looked up): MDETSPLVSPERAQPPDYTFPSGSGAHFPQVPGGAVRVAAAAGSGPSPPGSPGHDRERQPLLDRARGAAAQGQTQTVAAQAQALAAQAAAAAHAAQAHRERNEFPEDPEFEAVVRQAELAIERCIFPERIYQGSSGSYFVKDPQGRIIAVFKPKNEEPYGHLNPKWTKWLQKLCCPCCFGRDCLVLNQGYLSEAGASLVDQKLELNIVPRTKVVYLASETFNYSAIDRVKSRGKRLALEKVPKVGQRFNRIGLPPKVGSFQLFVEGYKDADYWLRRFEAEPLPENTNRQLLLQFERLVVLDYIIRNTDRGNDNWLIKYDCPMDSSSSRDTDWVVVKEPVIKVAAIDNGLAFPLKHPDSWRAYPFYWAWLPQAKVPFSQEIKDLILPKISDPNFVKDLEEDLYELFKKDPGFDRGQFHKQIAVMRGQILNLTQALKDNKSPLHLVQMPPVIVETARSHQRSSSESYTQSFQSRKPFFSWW
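Compounds are screened against recombinant PI4K2A using PI as substrate and ATP, the latter dispensed at 300 microM. Reactions run one hour at ambient temperature before ADP-Glo detection; full inhibition defined by wells lacking enzyme.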
Vif-APOBEC3G blk = inhibitors of Vif-APOBEC3G interaction | HeLa A3G-eYFP + Vif (tagged APOBEC3G with the HIV-1 protein that degrades it), YFP fluorescence, overnight | Potency, µM (top dose mostly 46.1 µM), for inactives: at the top dose activity, negative = active, actives largely listed as inhibitors | actives 0.076% (n = 410,000) | AID 602310;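 further: potency means the concentration at half of the fitted maximal effect; on the % scale 0 is the no-effect control and ±100 the full control effect; nearly all actives have a fitted effect of over 60% in size; hits raise eYFP signal because A3G escapes Vif-driven loss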
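HeLa cells stably expressing Vif and C-terminally eYFP-tagged A3G, seeded overnight at 37 deg C, then exposed to compound by pintool overnight at 37 deg C. Rise in yellow fluorescence (Ex 488/Em 500-530, Acumen) marks blocked Vif-driven A3G degradation.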
TrxR1 substrate = substrates of rat thioredoxin reductase 1 | actives 0.01% (n = 390,000) | Potency, µM (series often up to 114 µM), without a hit: at the top dose activity change, negative = substrate turnover | purified TrxR1 substrate turnover, NADPH consumption readout | O89049; further: potency means the concentration at half of the fitted maximal effect; on the % scale 0 is the no-effect control and ±100 the full control effect; nearly all actives have a fitted effect of over 50% in size
Target sequence (O89049 whole entry, looked up): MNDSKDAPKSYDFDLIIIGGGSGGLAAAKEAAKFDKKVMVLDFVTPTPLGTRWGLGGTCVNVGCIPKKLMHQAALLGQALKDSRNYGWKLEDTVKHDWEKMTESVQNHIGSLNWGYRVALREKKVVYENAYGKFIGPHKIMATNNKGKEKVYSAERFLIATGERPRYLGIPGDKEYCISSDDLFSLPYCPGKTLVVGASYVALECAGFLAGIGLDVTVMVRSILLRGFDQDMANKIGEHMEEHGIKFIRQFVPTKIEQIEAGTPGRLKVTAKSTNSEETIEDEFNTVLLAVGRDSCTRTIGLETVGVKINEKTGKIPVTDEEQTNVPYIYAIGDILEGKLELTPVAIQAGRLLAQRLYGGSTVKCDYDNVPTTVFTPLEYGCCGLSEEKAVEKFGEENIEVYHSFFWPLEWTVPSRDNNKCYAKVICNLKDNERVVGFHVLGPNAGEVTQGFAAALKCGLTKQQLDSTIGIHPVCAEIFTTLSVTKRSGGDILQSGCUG
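Rat TrxR1, dispensed at 90 nM, was prereduced with 400 uM NADPH (final) for 5 min at ~22 deg C, then incubated with compound 15 min before 400 uM selenite. A first-read NADPH fluorescence drop versus no-compound background flagged substrates.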
An asterisk follows results filed as active; ? = inconclusive; · = no result given; [ ] = another dose, or the depositor's remark. Unless noted, the call rests on the fitted dose curve; in most records, active means well fitted curve in the direction sought with a large enough effect; inconclusive means small, poorly fitted or top-dose-only effect, or another doubt; inactive means no such curve, though single readings can be large; an effect the other way counts as inactive or inconclusive. An excerpt. The share of hits here may be higher or lower than overall.

SMILES	LDHA block	Vif-APOBEC3F blk	mIDH1 inhibitor	RXFP1 ag	Glioma ERSR ind	USP1 inh	PI4K2A inh	Vif-APOBEC3G blk	TrxR1 substrate
CCCCCC(=O)Nc1ccc(C(=O)COC(=O)Cn2cnc3c2c(=O)n(C)c(=O)n3C)cc1	-12	13%	-3%	7.9%	-2%	-14%	2	0%	-1%
CCCCc1ccc(NC(=S)N2CCCC(C)C2)cc1 (configuration not stated)	-2	?	2%	3.3%	5%	-21%	3	7%	4%
CC1CCN(C(=O)CN2C(=O)NC(C)(c3ccc4ccccc4c3)C2=O)CC1 (configuration not stated)	-7	?	1%	·	-4%	-12%	5	0%	-13%
O=C(Nc1ccc(OC(F)F)cc1)c1ncc(Cl)c(Cl)c1Cl	-8	3%	1%	0.8%	-2%	-8%	-1	-5%	-2%[57.1 µM]
O=C(NCC1CCCO1)C(=O)N/N=C/c1cc(Cl)ccc1O (configuration not stated)	2	3%	-10%	1.6%	-5%	-6%	8	1%	-7%
O=C(CSc1nnc(-c2ccco2)n1-c1ccccc1)N1CCN(C(=O)c2ccco2)CC1	-4	-6%	6%	0.9%	3%	1%	4	1%	9%[57.1 µM]
O=C(COc1ccc(Cl)cc1Cl)N1CCN(c2ccccn2)CC1	-5	2%	19%	1.6%	1%	-20%	-5	9%	4%
CN1CCN(c2ccc(S(=O)(=O)N3CCOCC3)cc2NC(=O)Cc2ccccc2F)CC1	-3	-5%	-10%	0.9%	-4%	-21%	-4	-4%	0%
Cc1ccc(-n2nnnc2SCc2ccccn2)cc1C	-8	0%	4%	2.4%	3%	-12%	6	2%	1%
Cc1cc(C)cc(Nc2cc(C(=O)NCCCN(Cc3ccccc3)C(C)C)c3ccccc3n2)c1	7	-25%	-2%	5.9%	-3%	-18%	-1	-10%	-8%[57.1 µM]
O=c1c2ccccc2nc(-c2ccccc2)n1Cc1ccc(Cl)cc1	1	-2%	-5%	0.4%	-9%	-8%	-4	-1%	3%[57.1 µM]
COc1cccc(CN2CC(C(=O)N3CCCCCC3)CCC2=O)c1 (configuration not stated)	0	3%	7%	1.9%	4%	-2%	-1	0%	0%
CC(C)c1nnc(NC(=O)CS(=O)(=O)Cc2ccccc2)s1	-2	12%	-1%	1.6%	0%	-18%	2	2%	-3%
COC(=O)[C@H](C)NC(=O)Nc1ccc(S(N)(=O)=O)cc1	-4	-1%	-1%	-1.9%	-3%	-25%	0	-1%	0%
Nc1c(C(=O)Nc2ccc(C(=O)O)cc2)sc2nc3c(cc12)CCCC3	0	-2%	7%	?	-7%	-25%	0	-1%	11%
CCOc1ccc(NC(=O)CSc2nnc(-c3ccco3)n2N)cc1	-3	-12%	-7%	-0.3%	3%	-6%	2	1%	4%
COc1ccc([N+](=O)[O-])cc1NC(=O)COC(=O)/C=C/c1ccco1	-5	-4%	2%	-0.2%	-5%	-18%	-1	-5%	3%
Fc1ccc(Nc2nnc(C(F)(F)F)s2)cc1Cl	6	3%	19%	0.5%	-2%	-9%	3	-9%	-4%
CCN1CCCC1CNC(=O)Cn1ncc2c(=O)oc3ccc(C)cc3c21 (configuration not stated)	-14	-1%	-4%	0.0%	-4%	-9%	-8	0%	10%[57.1 µM]
COc1ccc(Oc2coc3c(CN4CCOCC4)c(O)ccc3c2=O)cc1	6	6%	8%	2.4%	-4%	-4%	-5	1%	17%

Copied from the list.
In USP1 inh, Cc1cc(C)cc(Nc2cc(C(=O)NCCCN(Cc3ccccc3)C(C)C)c3ccccc3n2)c1 is entered as -18%
In TrxR1 substrate, CC1CCN(C(=O)CN2C(=O)NC(C)(c3ccc4ccccc4c3)C2=O)CC1 (configuration not stated) is entered as -13%

(more compounds)
SMILES	LDHA block	Vif-APOBEC3F blk	mIDH1 inhibitor	RXFP1 ag	Glioma ERSR ind	USP1 inh	PI4K2A inh	Vif-APOBEC3G blk	TrxR1 substrate
COc1cc(NC(=O)CN2C(=O)NC(C)(c3ccccc3)C2=O)c(C)cc1[N+](=O)[O-] (configuration not stated)	-5	-5%	4%	1.4%	-4%	-14%	3	0%	-19%[57.1 µM]
Cc1cc2c(n1-c1ccc(C(=O)NCc3ccc(OC(C)C)cc3)cc1)CCCC2	-2	0%	5%	-1.9%	-2%	-6%	-5	?	-3%
O=C1C2CCCN2C(c2ccccc2)N1c1ccc(F)cc1 (configuration not stated)	-2	0%	17%	0.3%	-4%	-13%	2	1%	9%
O=C(Nc1ccccc1)OCCc1ccccn1	-3	-1%	-1%	·	-5%	0%	1	0%	-13%
COC(=O)c1cc(=O)n(Cc2ccco2)c(=Nc2ccc(F)cc2)s1	0	10%	13%	0.3%	-9%	-19%	6	?	0%[57.1 µM]
CC(=O)Oc1cc2c(C(=O)NCCN3CCOCC3)c(C)oc2c2ccccc12	22	-16%	6%	-0.3%	0%	-12%	6	-13%	6%[57.1 µM]
CC(=O)c1cccc(NC(=O)c2cc3nc(-c4ccc(Br)cc4)cc(C(F)(F)F)n3n2)c1	-2	6%	-13%	-0.4%	-3%	3%	0	-5%	5%[57.1 µM]
Cc1ccc(C)c(NC(=O)CCN2CCN(c3ccccc3F)CC2)c1	-3	6%	7%	1.3%	-2%	1%	1	3%	-1%
O=C(O)CCCN1C(=O)C2C3c4ccccc4C(c4ccccc43)[C@@H]2C1=O (some centres not stated)	-8	14%	-11%	-3.6%	-5%	-24%	8	-8%	4%
COc1ccc(NC2=CC(=S)NC(C)(C)C2)cc1	0	-11%	12%	1.8%	3%	-12%	-5	-2%	-12%
O=C(Nc1ccccn1)c1ccc2ccccc2c1O	18	-20%	18%	1.3%	0%	-15%	-5	-6%	-1%[57.1 µM]
CN(C)C(=O)CCc1ccc2c3c([nH]c2c1)[C@]1(CCc2ccccc2)[C@@H](C(=O)N2CCCCC2)C[C@H](CC(=O)NCCc2ccccn2)C(=O)N1CC3	-3	-2%	0%[38.3 µM]	·	0%	-7%	2	-4%	2%
Cc1ccc(C(=O)Nc2c(C)cc(-c3ccccc3)oc2=O)cc1	5	2%	6%	0.6%	2%	-24%	-3	0%	-16%[57.1 µM]
Cc1cc(C)c(Cn2c3ccccc3c3cnn(CC(=O)N4CCCCCC4)c(=O)c32)c(C)c1	0	0%	1%	0.4%	-3%	-16%	0	3%	0%
Cc1ccc(S(=O)(=O)CCC(=O)OCC(=O)NC(C)c2ccccc2)cc1 (configuration not stated)	-4	-7%	-1%	0.8%	-3%	-7%	0	0%	-4%
CCOc1ccc(N=c2scc(-c3ccccc3)n2CCO)cc1	1	2%	5%	0.6%	8%	-19%	-2	0%	-12%
CN1CCCN(c2cc(-c3ccc4ccccc4c3)nc3ccnn23)CC1	0	·	·	·	-2%	·	-4	1%	·
Cc1ccc(S(=O)(=O)N2CCCCC2)cc1NC(=O)COC(=O)Cc1cccc(C(F)(F)F)c1	-1	15%	0%	-5.9%	-4%	-11%	1	0%	7%[57.1 µM]
CCCc1ccc(Oc2cc(NN3CCCCC3)c([N+](=O)[O-])cc2[N+](=O)[O-])cc1	0	-2%	1%	0.0%	-2%	10%	-3	-2%	-6%
CCN1CCN(C(=O)c2c(C)nn(-c3ccc(F)cc3)c2-n2cccc2)CC1	-8	-6%	-1%	-2.4%	-1%	-12%	-16	3%	-10%
CC(C)c1nc(SCC(=O)Nc2nccs2)c2ccccc2n1	-9	-14%	35%[activator]	5.1%	-3%	-20%	6	-5%	1%
O=C(NCC(c1cccs1)N1CCOCC1)c1cc(F)cc(F)c1 (configuration not stated)	-7	-18%	-6%	·	-1%	3%	-1	?	·
CCN(C(=O)CSc1nnc(C)n2c1cc1occc12)c1ccccc1	-6	-8%	-13%	5.9%	-6%	-24%	2	-5%	-7%
Cc1cccc(C)c1OCCn1c(C2CC(=O)N(c3cccc(Cl)c3)C2)nc2ccccc21 (configuration not stated)	-3	4%	0%	0.5%	-3%	-4%	-5	0%	2%
CN1C(=O)C2(C(C#N)=C(N)N(c3ccc(Cl)cc3)C3=C2C(=O)CC(C)(C)C3)c2ccccc21 (configuration not stated)	-2	8%	0%	-0.5%	-1%	4%	1	-1%	11%[57.1 µM]
COCCCNC(=O)C1CCN(Cc2cc3ccccc3n2Cc2cccc(Cl)c2)CC1	0	-2%	17%	-0.4%	-3%	-32%	-1	0%	-9%[57.1 µM]
CCOc1ccc(CNC(=O)CCS(=O)(=O)c2cc3c(cc2Cl)NC(=O)CO3)cc1OC	1	0%	7%	4.9%	-3%	-11%	-4	1%	-3%
O=C(Nc1ccc(NC(=O)c2cc3ccccc3o2)cc1)c1ccco1	-2	?	9%	-2.3%	1%	-7%	-2	-5%	-8%[57.1 µM]
Cn1cnnc1SCCNS(=O)(=O)c1ccccc1	-5	-5%	-2%	0.8%	-3%	1%	-6	0%	-6%
COc1cccc(CNCCSc2nnnn2C)c1OCc1ccc(F)cc1	-7	0%	14%	2.5%	-4%	-9%	2	?	10%[11.4 µM]
CC(=O)c1cccc(NC(=O)C2COc3ccccc3O2)c1 (configuration not stated)	-2	0%	5%	0.1%	10%	-5%	-3	0%	-1%
